USP1 inh: Inhibitors of USP1/UAF1: Primary Screen; actives 0.23% (n = 390,000); Ubiquitin carboxyl-terminal hydrolase 1 (Homo sapiens), O94782; recombinant USP1/UAF1, Ub-Rhodamine cleavage fluorescence; AID 743255, 2014; Potency, µM (doses to about 57.1 µM), for the others: top-dose activity change, negative = inhibition, hits mostly inhibitors; also: potency is read from the fitted curve at half-maximal effect; % is scaled to controls: 0 for no effect and ±100 for the full control effect; nearly all actives have a fitted effect of over 60% in size; inactives centre near -12
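USP1/UAF1 complex at 1 nM was preincubated with compound for 15 min at room temperature, then Ub-Rho substrate (150nM final) was added. Fluorescence (480/540 nm) was read kinetically, 6 reads every 60 seconds.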
TRHR ag: qHTS for Small Molecule Agonists and Allosteric Enhancers of Human TRH Receptor: Primary Screen for Agonists | TRHR cells, calcium flux fluo-8, FDSS agonist mode | AID 493084, 2011 | activation, % at 2 µM | Thyrotropin-releasing hormone receptor (Homo sapiens), P34981 | actives 0.18% (n = 360,000); in the data active = activation above about 30%; also: 0% is about no effect
Target sequence (P34981 whole entry, looked up): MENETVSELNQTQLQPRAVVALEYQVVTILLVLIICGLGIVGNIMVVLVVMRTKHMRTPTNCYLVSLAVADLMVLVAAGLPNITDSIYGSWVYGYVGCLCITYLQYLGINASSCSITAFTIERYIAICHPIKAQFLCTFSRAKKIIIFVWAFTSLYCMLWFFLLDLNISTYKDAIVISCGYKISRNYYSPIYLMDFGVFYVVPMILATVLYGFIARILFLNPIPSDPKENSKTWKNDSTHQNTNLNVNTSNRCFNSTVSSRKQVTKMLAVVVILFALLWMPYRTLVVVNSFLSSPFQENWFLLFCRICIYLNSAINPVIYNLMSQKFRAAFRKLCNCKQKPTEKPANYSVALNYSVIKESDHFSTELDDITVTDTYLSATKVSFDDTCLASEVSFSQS
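TRHR-expressing cells, plated overnight in medium with 10% serum, were loaded with fluo-8 calcium dye at room temperature. After a 10 s baseline, library compound was pin-added and calcium release was recorded kinetically (ex 480/em 530) as agonist response.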
D2 ag: HTS Assay for Allosteric Agonists of the Human D2 Dopamine Receptor: Primary Screen for Agonists. D(2) dopamine receptor (Homo sapiens), P14416. AID 485358, 2010. actives 0.53% (n = 340,000). HEK293 T-REx D2 cells, calcium flux agonist mode. activation, % at 2 µM;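 active = activation over 3 SD above normal in the single-dose calcium agonist read, cut at about 30% in these data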; also: 0% is about no effect
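Agonism scored from kinetic calcium signal (1 read/sec, 180 s) following compound pin transfer, after a 10 s baseline. Cells: HEK293 Trex line expressing inducible D2 receptor coupled to calcium, dye-loaded after overnight culture at 30 C.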
TRHR enhancer: qHTS for Small Molecule Agonists and Allosteric Enhancers of Human TRH Receptor: Primary Screen for Enhancers | TRHR cells, fluo-8 calcium fluorescence, EC20 TRH enhancement | enhancement, % at 2 µM | actives 0.66% (n = 360,000) | AID 493056, 2011; in the data active = enhancement above about 30%; also: 0% is about no effect
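TRHR-expressing cells loaded with fluo-8 calcium dye were read kinetically (ex 480/em 530) during compound addition, then stimulated with an EC20 of TRH (10 nM final). Enhancement of the Gq-mediated intracellular calcium response was scored.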
TrxR1 substrate: qHTS Assay for Substrates of Mammalian Selenoprotein Thioredoxin Reductase 1 (TrxR1): qHTS | purified TrxR1 substrate turnover, NADPH consumption readout | Potency, µM (top dose mostly 114 µM), for the others: at the top dose activity change, negative = substrate turnover | actives 0.01% (n = 390,000); also: potency is read from the fitted curve at half-maximal effect; % is scaled to controls: 0 for no effect and ±100 for the full control effect; nearly all actives have a fitted effect of over 50% in size
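Rat TrxR1, dispensed at 90 nM, was prereduced with 400 uM NADPH (final) for 5 min at ~22 deg C, then incubated with compound 15 min before 400 uM selenite. A first-read NADPH fluorescence drop versus no-compound background flagged substrates.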
rTrxR1 inhibitor: qHTS Assay for Inhibitors of Mammalian Selenoprotein Thioredoxin Reductase 1 (TrxR1): qHTS; Thioredoxin reductase 1, cytoplasmic (Rattus norvegicus), O89049; recombinant rTrxR1, NADPH fluorescence consumption, selenite substrate; Potency, µM (highest dose often 114 µM), for the others: top-dose activity change, negative = inhibition, most hits filed as inhibitors; actives 1% (n = 390,000); also: potency is read from the fitted curve at half-maximal effect; % is scaled to controls: 0 for no effect and ±100 for the full control effect; nearly all actives have a fitted effect of over 65% in size
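Rat TrxR1 (90 nM in the dispensed reagent) was pre-reduced with 400 uM NADPH for 5 min at room temperature, then incubated with compound for 15 min. After 400 uM selenite was added, NADPH fluorescence (Ex 340/Em 450 nm) was followed for 8 min.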
mIDH1 inhibitor: qHTS for Inhibitors of mutant isocitrate dehydrogenase 1 (IDH1): qHTS; Isocitrate dehydrogenase [NADP] cytoplasmic (Homo sapiens), O75874; IDH1-R132H enzyme, NADPH consumption, diaphorase/resazurin fluorescence; Potency, µM (series often up to 76.6 µM), for the others: at the top dose activity change, negative = inhibition, hits mostly inhibitors; actives 0.093% (n = 390,000); AID 602179, 2012; also: potency is read from the fitted curve at half-maximal effect; % is scaled to controls: 0 for no effect and ±100 for the full control effect; nearly all actives have a fitted effect of over 65% in size
Target sequence (O75874 whole entry R132H, stated change not applied): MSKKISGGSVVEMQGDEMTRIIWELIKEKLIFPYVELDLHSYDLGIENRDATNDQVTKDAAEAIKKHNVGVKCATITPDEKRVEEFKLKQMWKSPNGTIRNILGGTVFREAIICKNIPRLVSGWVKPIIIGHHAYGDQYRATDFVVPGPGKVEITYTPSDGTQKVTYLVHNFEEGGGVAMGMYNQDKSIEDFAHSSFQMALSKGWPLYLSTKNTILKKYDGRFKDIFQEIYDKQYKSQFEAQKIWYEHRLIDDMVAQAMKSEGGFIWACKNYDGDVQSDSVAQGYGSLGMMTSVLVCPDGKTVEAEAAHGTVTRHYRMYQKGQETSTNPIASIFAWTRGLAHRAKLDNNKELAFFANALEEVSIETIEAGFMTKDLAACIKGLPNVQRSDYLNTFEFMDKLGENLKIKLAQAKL
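IDH1-R132H (0.5 ug/mL dispensed) in pH 7.5 Tris buffer was preincubated 30 min with compound, then given a substrate mix of 0.016 mM NADPH and 2 mM alpha-KG for 80 min at room temperature; remaining NADPH was read by diaphorase/resazurin fluorescence.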
D2 antag: HTS Assay for Allosteric Antagonists of the Human D2 Dopamine Receptor: Primary Screen for Antagonists | D(2) dopamine receptor (Homo sapiens), P14416 | HEK293 TREx D2 cells, calcium flux, dopamine EC80 | inhibition, % at 10 µM | actives 2% (n = 340,000) | AID 485344, 2010; in the data active = inhibition above about 30%; also: 0% is about no effect
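Antagonism is scored as inhibition of an EC80 dopamine-evoked calcium signal in a force-coupled, tetracycline-inducible HEK293 T-REx D2 line, with compound present 180 s before agonist.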
Pin1 inhibitor: qHTS Assay to Find Inhibitors of Pin1. Pin1 FP peptide displacement, HiFluor488, 10 min. actives 0.009% (n = 390,000). Potency, µM (doses to about 115 µM), for the others: top-dose activity, negative = inhibition, most hits filed as inhibitors. AID 504891, 2011; active = well fitted inhibition curve with a large enough effect in the polarisation, with a control signal flat, not every such curve was filed as active; inconclusive = small, poorly fitted or top-dose-only effect, or effect the other way, or a change in a side signal; inactive = no such curve, though single readings can be large or run the other way; the % refers to the polarisation; also: potency is read from the fitted curve at half-maximal effect; % is scaled to controls: 0 for no effect and ±100 for the full control effect
Target sequence (Q13526 whole entry, looked up): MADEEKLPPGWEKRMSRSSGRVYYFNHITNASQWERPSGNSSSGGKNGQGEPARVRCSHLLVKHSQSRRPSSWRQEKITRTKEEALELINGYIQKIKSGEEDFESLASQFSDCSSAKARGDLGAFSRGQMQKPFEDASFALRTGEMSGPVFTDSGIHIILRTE
Starred values were filed as active, the others as inactive; ? = inconclusive; nt = not tested or not shown; [ ] = dose if it differs, or a comment. Unless noted, calls follow the shape of the dose curve; as a rule, active = well fitted inhibition curve with a large enough effect; inconclusive = small, poorly fitted or top-dose-only effect; inactive = no such curve, though single readings can be large or run the other way. A portion of the library; rates above refer to the full screens.

SMILES	USP1 inh	TRHR ag	D2 ag	TRHR enhancer	TrxR1 substrate	rTrxR1 inhibitor	mIDH1 inhibitor	D2 antag	Pin1 inhibitor
Cc1ccc(OCCn2cnc3ccccc3c2=O)c([N+](=O)[O-])c1	-14%	0.1	nt	0	6%[57.1 µM]	2%[57.1 µM]	3%	nt	4%
Cc1ccc(S(=O)(=O)N2CCC(C(=O)NCCC3=CCCCC3)CC2)c(C)c1	-15%	0.3	1.7	-4	7%[11.4 µM]	26%[11.4 µM]	4%	-8	3%
CC(=O)N1CC2(c3ccccc3)CN(C(C)=O)CC(c3ccccc3)(C1)C2=O	-8%	0.3	1.6	7	11%	13%	8%	-10	-8%
O=C(c1ccc2c(c1)OCO2)C1CCCN(C2CCN(CCc3ccccc3)CC2)C1 (centres undefined)	-8%	2.6	-0.9	-5	3%	-14%	9%	70*	-4%
O=C(CN1C(=O)c2ccccc2S1(=O)=O)Nc1ccc(S(=O)(=O)N2CCCCC2)cc1	-25%	1.2	1.5	-5	-9%	10%[57.1 µM]	-4%	-16	-1%
Cn1cc(CN2CCCC(C(=O)c3ccc(-c4ccccc4)c(F)c3)C2)cn1 (centres undefined)	-22%	-0.3	-2.4	-7	6%	16%[57.1 µM]	5%	-7	4%
O=C(CN1CCN(C(=O)c2ccco2)CC1)Nc1ccccc1-c1ccccc1	-18%	-0.8	23	4	1%	-16%	-1%	-1	-2%
O=C(O)c1cc(-c2ccc3ccccc3c2)nc2ccc(F)cc12	-14%	0.0	0.0	6	31%[activator]	8%	17%	-3	-2%
CC(=O)C1=C(C)Nc2ncnn2C1c1ccccc1Cl (centres undefined)	5%	0.3	0.5	2	-6%	4%	-2%	7	-12%
O=C1c2ccccc2C2=Nc3ccccc3SC(c3cccc(F)c3)C12 (centres undefined)	-15%	0.3	-0.1	-30	-9%	-26%	10%	0	20%

Three compounds already listed, ordered by length of the SMILES, low to high:
SMILES	USP1 inh	TRHR ag	D2 ag	TRHR enhancer	TrxR1 substrate	rTrxR1 inhibitor	mIDH1 inhibitor	D2 antag	Pin1 inhibitor
O=C1c2ccccc2C2=Nc3ccccc3SC(c3cccc(F)c3)C12 (centres undefined)	-15%	0.3	-0.1	-30	-9%	-26%	10%	0	20%
Cc1ccc(S(=O)(=O)N2CCC(C(=O)NCCC3=CCCCC3)CC2)c(C)c1	-15%	0.3	1.7	-4	7%[11.4 µM]	26%[11.4 µM]	4%	-8	3%
CC(=O)N1CC2(c3ccccc3)CN(C(C)=O)CC(c3ccccc3)(C1)C2=O	-8%	0.3	1.6	7	11%	13%	8%	-10	-8%

Compound profiles (already shown). Values in the order: USP1 inh	TRHR ag	D2 ag	TRHR enhancer	TrxR1 substrate	rTrxR1 inhibitor	mIDH1 inhibitor	D2 antag	Pin1 inhibitor
O=C(c1ccc2c(c1)OCO2)C1CCCN(C2CCN(CCc3ccccc3)CC2)C1 (centres undefined) across the screens: -8%	2.6	-0.9	-5	3%	-14%	9%	70*	-4%
Cn1cc(CN2CCCC(C(=O)c3ccc(-c4ccccc4)c(F)c3)C2)cn1 (centres undefined) across the screens: -22%	-0.3	-2.4	-7	6%	16%[57.1 µM]	5%	-7	4%
Cc1ccc(S(=O)(=O)N2CCC(C(=O)NCCC3=CCCCC3)CC2)c(C)c1 across the screens: -15%	0.3	1.7	-4	7%[11.4 µM]	26%[11.4 µM]	4%	-8	3%
CC(=O)N1CC2(c3ccccc3)CN(C(C)=O)CC(c3ccccc3)(C1)C2=O across the screens: -8%	0.3	1.6	7	11%	13%	8%	-10	-8%
O=C1c2ccccc2C2=Nc3ccccc3SC(c3cccc(F)c3)C12 (centres undefined) across the screens: -15%	0.3	-0.1	-30	-9%	-26%	10%	0	20%

Following part.
SMILES	USP1 inh	TRHR ag	D2 ag	TRHR enhancer	TrxR1 substrate	rTrxR1 inhibitor	mIDH1 inhibitor	D2 antag	Pin1 inhibitor
Cc1cc(C)cc(Oc2nc3ccccn3c(=O)c2/C=C(\C#N)C(=O)NC2CCS(=O)(=O)C2)c1 (centres undefined)	-25%	0.1	0.4	-5	11%	-14%	0%	-11	-11%
CCOCCOCCC(C(=O)O)P(=O)(c1ccccc1)c1ccccc1 (centres undefined)	-5%	-0.5	-0.3	3	9%	17%	2%	-2	3%
CCOc1cccc(CN2CCCC(N3CCN(c4cccc(Cl)c4)CC3)C2)c1O (centres undefined)	-3%	-0.8	8.0	-2	-3%	15%	17%	37*	-3%
COc1ccc(/C(C)=N/Nc2nc(C)c(C(C)=O)s2)cc1	-25%	-0.2	-0.4	4	1%	18%	-2%	8	1%
CCOc1cc(C)c(C(C)C)cc1S(=O)(=O)N1CCN(C)CC1	0%	1.4	0.1	-6	5%[57.1 µM]	-14%	4%	6	-4%
CN(C(=O)C1CCN(c2ncnc3c2nc2n3CCCCC2)CC1)C1CCCCC1	-18%	0.1	-0.1	4	7%	19%	0%	1	-2%
COCCn1c(COC)nc2ccccc21	-11%	0.6	0.5	4	9%[57.1 µM]	6%[57.1 µM]	1%	6	8%
O=C(NC1CCCC1)C1CCC(CNS(=O)(=O)c2ccc(F)cc2)CC1 (centres undefined)	-24%	-0.6	-1.5	-17	-1%	-2%	11%	15	-1%
O=C(N/N=C/c1ccco1)c1cccc(N2Cc3ccccc3C2)c1	?	0.9	-1.0	-1	3%	50µM*	-5%	-6	nt
COc1ccc2nc(NC(=O)CNS(=O)(=O)c3cccs3)sc2c1	-27%	-0.2	-1.1	5	4%	15%	10%	20	1%
CC(=O)NC(CC(=O)OCC(=O)c1cc(C)ccc1C)c1ccccc1 (centres undefined)	-2%	nt	nt	nt	0%	4%	-11%	nt	1%
O=C(O)/C=C\C(=O)Nc1ccc(OCc2ccccc2)cc1	-25%	0.4	0.6	8	-18%[57.1 µM]	17%[57.1 µM]	-2%	1	-4%
Cc1ccc(S(=O)(=O)N2CCN(C(=O)COC(=O)CNC(=O)c3ccc(C(C)(C)C)cc3)CC2)c(C)c1	-17%	nt	nt	nt	-6%	7%	-18%	nt	12%
CC(=O)c1ccc(S(=O)(=O)N(Cc2cc3cc4c(cc3[nH]c2=O)OCCO4)CC2CCCO2)cc1 (centres undefined)	-7%	-0.9	nt	-7	21%	25%	8%	nt	6%
O=C(NC(=S)NC1CCS(=O)(=O)C1)c1ccccc1F (centres undefined)	1%	0.3	-0.1	1	-1%	-12%[57.1 µM]	2%	5	1%
CCn1ccc2cc(S(=O)(=O)N3CCCN(C(=O)Nc4ccccc4OC)CC3)ccc21	-19%	-0.8	-2.1	-5	5%[57.1 µM]	19%[57.1 µM]	-2%	nt	3%
CCOC(=O)c1cccc(NC(=O)c2c(NCc3ccccc3)[nH]c(=O)[nH]c2=O)c1	0%	nt	nt	nt	-1%	0%	-10%	nt	-3%
CCN(CC)S(=O)(=O)c1cccc(C(=O)Nc2cccc(C)c2)c1	?	-0.1	-0.8	-1	4%	13%	1%	-15	-5%
CC(C)(C)NC(=O)CCN(/N=C/c1ccccc1O)C1=NS(=O)(=O)c2ccccc21	-1%	-0.5	1.0	-5	14%	13%[57.1 µM]	-14%	21	?
CC(C)(C)OC(=O)N/N=C/c1cc(N=Nc2ccccc2)ccc1O	-25%	0.5	0.5	1	-7%	1%	1%	-11	-6%
CC(C)Oc1ccc(-c2nc(NCC3CCCO3)c3ccccc3n2)cc1 (centres undefined)	-6%	-0.3	0.2	6	-6%	-12%	1%	-9	3%
NNC(=O)c1ccc(-c2cccc([N+](=O)[O-])c2)o1	-9%	-0.8	0.1	-9	-6%	-2%	0%	-3	-4%
CC(=O)Nc1ccccc1NC(=O)C/C(C)=N/NC(=O)C1CCCCC1	-4%	0.2	2.5	-3	9%[57.1 µM]	14%[57.1 µM]	5%	-3	-5%
COc1ccc(C(=O)N/N=C(\C)CC(=O)N2CCN(C=O)CC2)cc1	-12%	-0.3	0.2	4	0%	?	3%	3	0%
S=c1[nH]nc(CCc2ccc(Cl)cc2)o1	-9%	1.7	0.7	5	8%	-11%	0%	-3	-4%
CSc1ncc(OCc2ccccc2)c(=O)[nH]1	5%	0.6	0.1	5	0%	18%	-8%	0	2%
COc1ccc(N2CCN(C(=O)CSc3ccc(C)cc3)CC2)cc1	0%	-0.4	-0.2	-5	6%	20%[57.1 µM]	4%	16	4%
CCCCSc1nnc2c(n1)OC(c1ccc(Br)s1)N(C(C)=O)c1ccccc1-2 (centres undefined)	-6%	-0.7	4.4	0	-2%	-6%	-20%	nt	9%
Cc1cc(-n2c(C)cc(C(=O)CN3C(=O)NC4(CCCCC4C)C3=O)c2C)no1 (centres undefined)	5%	0.7	0.2	-4	8%	3%	0%	13	14%
COc1ccc(CNC(=O)CCCc2cn(C)c3ccccc23)c(OC)c1	-14%	-1.0	-0.1	9	3%[57.1 µM]	4%[57.1 µM]	2%	nt	-2%

Source: PubChem
